# EBV gp42 inh – Epstein-Barr virus gp42 inhibitors, primary screen, biochemical, uHTS, fluorescence polarization. inhibition, % (tested at 21.74 µM). 220,000 compounds, 0.42% hits. Fluorescence polarization binding assay, mP read-out; in the data active = inhibition above about 50%
# Target sequence (Q1HVG2 whole entry, looked up): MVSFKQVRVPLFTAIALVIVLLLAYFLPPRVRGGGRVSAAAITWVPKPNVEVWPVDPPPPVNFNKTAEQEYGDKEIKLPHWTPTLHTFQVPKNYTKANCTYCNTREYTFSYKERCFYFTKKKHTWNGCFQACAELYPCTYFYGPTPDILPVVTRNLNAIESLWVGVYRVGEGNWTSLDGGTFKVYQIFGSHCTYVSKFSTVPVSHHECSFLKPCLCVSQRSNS
# TRPN1 ag – zebrafish TRPN1 channel agonists, primary screen, cell-based, HEK293, calcium fluorescence. transient receptor potential cation channel N1 (TRPN1/NompC), Danio rerio. HEK293 zebrafish TRPN1-YFP, Fluo-8 calcium fluorescence; 100% = response to 87 µM carbachol. activation, % at 3 µM. 220,000 compounds, 0.18% hits. AID 1424, 2008;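 active = activation above its plate's cutoff, the mean activation of test wells on that plate plus 3 SD, cut at about 19% in these data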;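 also: 0% = DMSO alone and 100% = 87 µM carbachol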
#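 System: zebrafish TRPN1-YFP in HEK293 cells / Dosing: 3 µM single point / Timing: dye loading 1 h at 37 °C, then 30 min room temperature / Signal: Fluo-8 calcium fluorescence, excitation 470-495 nm, emission 515-575 nm / Read-out basis: percent activation from peak over basal fluorescence ratio, control-normalized / Control set: high carbachol 87 µM, low DMSO alone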
# m-calpain inh – inhibitors of pig calpain II, primary screen, biochemical, fluorogenic peptide substrate, 1536-well | purified calpain II, 30 min | inhibition, % at 16 µM | 220,000 compounds, 0.37% hits | AID 1236, 2008;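 active = inhibition above about 50%, limit read from the data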
# KCC2 mod – KCC2 cotransporter modulators, thallium flux, primary screen, cell-based, HEK293 KCC2, FluoZin-2 fluorescence, MLSMR; AID 1456, 2008; Solute carrier family 12 member 5 (Homo sapiens), Q9H2X9; KCC2 cells, thallium flux FluoZin-2 fluorescence; 190,000 compounds, 2.2% hits; B-score of Tl+ flux slope (higher = more flux/activation; lower = inhibition) at 10 µM;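 active = thallium flux slope and its plate-corrected score both differing from the plate sample mean at a set confidence after two filtering rounds, in either direction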;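 also: slope of fluorescence scaled to starting intensity during 10 to 20 s after thallium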
# PPC-1+TRAIL kill – compounds killing PPC-1 cancer cells with TRAIL present, primary screen, TRAIL potentiator project, ATPLite luminescence, uHTS | cell killing (% activity), % at 4 µM | AID 1443, 2008 | PPC-1 cells + TRAIL, ATPLite viability luminescence | 220,000 compounds, 0.41% hits;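 active = cell killing above 50% in the first pass at 4 µM, then a duplicate retest at 5 µM averaging 50% or more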;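 also: plate controls were cells with TRAIL plus DMSO for no effect and medium-only wells lacking cells for full effect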
# thrombin 1536 – human alpha-thrombin inhibitors, primary screen, counter-screen for coagulation protease inhibitor project, biochemical, 1536-well, fluorogenic AMC substrate. AID 1046, 2008. Boc-VPR-AMC fluorogenic substrate cleavage. inhibition, % at 5 µM. 220,000 compounds, 0.26% hits. Prothrombin (Homo sapiens), P00734;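 active = inhibition at or above 40%; inactive = inhibition below 40%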;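 also: 0% = enzyme with no compound and 100% = wells without enzyme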
#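 signal = AMC fluorescence, 355/460 nm | material = human alpha-thrombin enzyme | control set = enzyme without compound as high, wells lacking enzyme as low | times = reaction at room temperature | read-out basis = percent inhibition scaled between no-compound controls and no-enzyme blanks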
# Furin inhibitor – human furin inhibitors, primary screen, biochemical, fluorescence intensity | 220,000 compounds, 0.061% hits | purified furin, fluorogenic substrate cleavage | P09958 | inhibition, % at 30 µM; in the data active = inhibition above about 25%; also: inactives centre near -15
# Target sequence (P09958 108-714 limits assumed): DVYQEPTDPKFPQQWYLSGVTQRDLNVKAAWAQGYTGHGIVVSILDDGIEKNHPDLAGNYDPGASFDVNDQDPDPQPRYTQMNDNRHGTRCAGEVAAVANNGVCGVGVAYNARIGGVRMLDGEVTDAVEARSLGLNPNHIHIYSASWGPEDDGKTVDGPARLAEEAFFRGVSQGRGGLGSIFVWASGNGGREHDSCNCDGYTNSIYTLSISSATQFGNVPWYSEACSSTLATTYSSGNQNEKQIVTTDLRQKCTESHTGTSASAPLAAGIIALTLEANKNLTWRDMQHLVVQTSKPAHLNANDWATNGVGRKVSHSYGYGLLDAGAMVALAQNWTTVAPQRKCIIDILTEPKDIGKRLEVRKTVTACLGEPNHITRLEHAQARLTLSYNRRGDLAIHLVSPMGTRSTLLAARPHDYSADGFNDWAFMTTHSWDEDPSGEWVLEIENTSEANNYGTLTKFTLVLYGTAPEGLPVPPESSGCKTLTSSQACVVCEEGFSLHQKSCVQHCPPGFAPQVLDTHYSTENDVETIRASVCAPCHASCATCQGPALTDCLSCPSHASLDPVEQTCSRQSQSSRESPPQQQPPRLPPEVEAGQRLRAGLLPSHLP
# TRPML3 agonist – human TRPML3 channel agonists, primary screen, cell-based, HEK293 TRPML3-YFP, Fluo-8 calcium fluorescence, 3 µM; 220,000 compounds, 0.29% hits; Mucolipin-3 (Homo sapiens), Q8TDD5; 100% = the carbachol control signal; activation, % at 3 µM;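 active = activation above its plate's cutoff, the mean activation of the plate's test wells plus 3 SD, cut at about 12% in these data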;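 also: 0% = DMSO only wells and 100% = carbachol wells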
#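 Test system: HEK293 cells stably carrying human TRPML3-YFP; Doses: single dose, 3 µM final nominal compound, 0.3% DMSO final; Schedule: dye loading 1 h 37 °C then 30 min ambient, 125 s read; Technique: Fluo-8 calcium fluorescence; Benchmarks: high control carbachol 87 µM, low control DMSO.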
# Tb hexokinase – Trypanosoma brucei hexokinase 1 inhibitors, primary screen, biochemical, G6PDH-coupled NADH absorbance, MLSCN library | inhibition, % at 10 µM | 220,000 compounds, 0.11% hits | recombinant TbHK1, G6PDH-coupled NADH A340 | AID 1430, 2008;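 active = inhibition of 50% or more in the single-dose primary screen; inactive = inhibition below 50%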
# Active calls of the source: *; . = not tested or not shown; [ ] = dose if it differs, or a comment.
SMILES,EBV gp42 inh,TRPN1 ag,m-calpain inh,KCC2 mod,PPC-1+TRAIL kill,thrombin 1536,Furin inhibitor,TRPML3 agonist,Tb hexokinase
O=C(NC1CCCC1)C(c1ccc(F)cc1)N(Cc1ccc(F)cc1)C(=O)c1ccn[nH]1 (stereo not drawn),-4,1.3,17,-1.5,1,6,-14[20 µM],-1.2,-1
O=C1CC(/C=C/c2ccc(Cl)cc2)=Nc2ccccc2N1,2,5.3,29,-0.22,14,3,-13,3.3,-27
O=C(NCCCN1CCOCC1)c1ccc(S(=O)(=O)N2CCOCC2)cc1,-1,0.8,-17,0.77,8,-5,-23,0.6,-1
Cc1ccc(-c2nnc(-c3ccc(Br)cc3)o2)o1,-24,1.1,-102,-0.2,14,7,-3[20 µM],0.1,2
CC(=O)Nc1cc(NC(C)=O)cc(-c2nc3ccccc3[nH]2)c1,0,2.2,-45,0.17,18,-7,-24,1.4,-1
C/C(O)=C/c1nc2ccccc2[nH]c1=O,-12,-0.3,-7,1.5,0,-9,-10,0.0,-10
COCCn1c(SCC#N)nnc1-c1ccc([N+](=O)[O-])cc1,10,-1.6,-15,0.52,11,-1,-20,1.0,-10
CCOC(=O)CC1ON(C)C(=O)N1c1ccc(Cl)cc1Cl (stereo not drawn),-16,-0.4,-22,-0.25,1,1,-3[20 µM],1.9,-5
COc1ccc(NC(C)=O)cc1NC(C)C(=O)Nc1ccc(F)cc1 (stereo not drawn),-26,1.4,-5,-0.91,7,0,-17[20 µM],0.3,-4
COc1cccc(CCNc2ccc(N3C(=O)CC(C)C3=O)cc2[N+](=O)[O-])c1 (stereo not drawn),-4,-0.4,20,-0.4,21,-8,-18,0.0,-2
CC(=O)Nc1cc(S(=O)(=O)Nc2ccccc2)c(C)cc1C,-16,0.7,14,.,-7,-2,-26[20 µM],0.8,-3
CCCCOn1c(C)c(C(C)=O)c2c3no[n+]([O-])c3ccc21,-10,-0.9,13,-0.97,13,-1,-6,0.4,-2
O=C(NCCCN1CCOCC1)c1cc(-c2ccc(Cl)cc2)on1,-14,1.5,0,-0.71,-5,-3,-24[20 µM],1.4,1
O=C(Cn1cc(C(=O)c2ccco2)c2ccccc21)NCc1ccco1,-5,-0.8,14,0.37,-2,-2,-6[20 µM],0.1,-43
Cc1csc2nc(CNC(=O)c3cccc(C(F)(F)F)c3)cn12,-8,0.7,-33,0.72,4,0,-14,0.0,3
CC(C)CNC(=O)CSc1nnc(-c2ccccn2)n1Cc1ccccc1,-1,0.0,-32,0.73,0,-1,-20,-0.8,2
CCCCOC(=O)C1=C(C)NC(=O)NC1c1ccc([N+](=O)[O-])s1 (stereo not drawn),-13,-0.1,-5,-0.07,1,-2,-17,1.1,-8
CCCc1nc(-c2cc3cc(C)ccc3[nH]c2=O)no1,-34,0.1,-28,0.089,18,-4,-9,-0.7,-10
Cc1nc(-c2cccc(S(=O)(=O)N3CCOCC3)c2)cs1,-4,1.3,12,-0.015,-4,-6,-13,0.5,3
Cc1ccc(C(=O)Nc2cccc(C(=O)N3CCOCC3)c2)cc1,-4,-1.0,34,.,-17,-9,-10[20 µM],0.2,3
CC1=NN(c2ccccc2)C(=O)/C1=C/c1cc2cc(C)ccc2nc1N1CCCCC1,-3,-0.7,-5,.,12,-6,-20[20 µM],0.4,-13
CCOc1ccccc1C1N(c2ccc(F)cc2)C(=O)C2CCCN21 (stereo not drawn),-2,-1.4,-27,1,10,-4,-16[20 µM],-0.6,-2
CC(=O)Nc1nnc(SCC(=O)N2CCCc3ccccc32)s1,-1,-1.3,-2,1,6,-25,-26,0.6,3
OCCC1CN(Cc2ccccc2-c2ccco2)CCN1Cc1ccccc1 (stereo not drawn),-3,-2.2,-12,0.51,15,-5,-35,-0.1,-2
COc1ccc(NC(=S)N2CCN(C(c3ccccc3)c3ccccc3)CC2)cc1OC,0,-0.3,-27,-2.1,16,-8,-14,0.2,-5
Cn1nccc1NS(=O)(=O)c1ccc(C(C)(C)C)cc1,-13,-0.9,23,1.1,-4,-2,-4,1.0,-6
Cc1cc(OC(=O)Cc2cccc3ccccc23)c([N+](=O)[O-])c(=O)[nH]1,-5,-1.5,-1,1.6,15,-4,-3,0.1,-9
O=C(Nc1nc(-c2nc3ccccc3s2)cs1)C1CC1,5,1.3,-11,-1.3,28,0,-25,0.5,-5
Cc1ccc(S(=O)(=O)N/N=C\c2cc3c(cc2[N+](=O)[O-])OCO3)cc1,-12,-0.3,-11,.,-15,2,-11[20 µM],-0.5,2
O=C(O)CCN=Cc1c(O)c2ccccc2oc1=O,-6,-0.4,-23,-0.36,21,-8,-15,-0.2,-10
CCOc1ccc(-n2c(SCC(=O)Nc3ccc(OC)cc3OC)nc3c(c2=O)SCC3)cc1,-14,-0.2,-12,-0.52,26,-2,-14,0.6,2
COc1ccc(OC)c(Nc2cc(C)nc3nc(C)nn23)c1,-11,-0.1,14,0.34,2,-8,-25,0.1,-9
O=C(NC1CCCCCC1)C1Cc2ccccc2CN1C(=O)c1ccco1 (stereo not drawn),2,-2.1,-26,-1.1,24,-8,-6,0.4,3
CCOC(=O)C1C2C=CC3(CN(C4CCCC4)C(=O)C13)O2 (stereo not drawn),-12,1.2,1,0.1,2,-2,-8,1.2,4
CCOC(=O)C(=CNc1cc(C)ccc1[N+](=O)[O-])C(=O)OCC,-3,-2.9,-10,-2.7,1,-8,-26,0.1,-14
CCOc1ccc(CSC2=NCCN2)cc1Cl,-47,0.8,5,-0.011,23,4,-24,0.3,3
CCNC(=O)C(C)Oc1ccc(Cl)cc1Cl (stereo not drawn),7,-0.1,-21,0.24,9,3,-15,-0.4,-4
Cc1c(NC(=O)c2cccnc2C(=O)O)cccc1C(=O)O,-1,1.9,2,-2.5,17,-5,-32,1.2,2
COc1ccc(S(=O)(=O)N2CCOC2CNC(=O)C(=O)NCc2ccco2)cc1 (stereo not drawn),-1,0.3,-25,0.84,20,1,-18,0.7,7
CCCCCCCn1c2c(c(=N)c3ccccc31)CCC2,-17,-0.7,5,-0.45,18[5 µM],-9,-11,0.2,-4
C=CCSc1nc(C)c(CCCC)c(=O)[nH]1,-6,-0.2,-20,-0.024,4,-8,-21,-0.7,-4
CC(Sc1nc(NCc2ccccc2)nc(N(C)C)n1)C(=O)Nc1ccccc1 (stereo not drawn),-11,-1.3,-13,-0.45,2,1,7[20 µM],-0.7,1
CCCNc1nc(=S)n(-c2ccccc2)c(C)c1C(C)=O,-23,0.6,23,0.72,12,2,-22,1.5,-13
CCCCP(=O)(CCCC)Cc1ccccc1,-15,-1.7,-3,-0.12,22,-1,-21[20 µM],0.1,7
Cc1nc(COC(=O)c2ccc(CO)cc2)cs1,3,1.2,-35,0.99,4,-3,-28,0.5,4
COc1cc(OC)cc(C(=O)N2CCN(S(C)(=O)=O)CC2)c1,8,-1.1,-8,0.82,16,-4,-22[20 µM],1.6,-2
Cc1nn(Cc2ccc(Cl)cc2)c(C)c1NC(=O)CSc1nc2c(c(C(F)(F)F)n1)CCc1ccccc1-2,-17,0.0,-56,-0.064,-5,2,-18,-0.2,-6
CCOc1ccccc1CN1CCN(Cc2[nH]c3ccccc3c2C)CC1CCO (stereo not drawn),-9,1.1,-9,-0.11,20,0,-22,0.9,6
CC(/C=C/c1ccc2c(c1)OCO2)=N/NC(=O)c1ccncc1,-11,0.8,-16,1,12,-1,-11,0.8,-50
NS(=O)(=O)c1ccc(O)c(NC(=O)c2ccc([N+](=O)[O-])o2)c1,-12,-0.5,-10,1.2,-19,-11,1,0.3,-10
# The listing continues.
SMILES,EBV gp42 inh,TRPN1 ag,m-calpain inh,KCC2 mod,PPC-1+TRAIL kill,thrombin 1536,Furin inhibitor,TRPML3 agonist,Tb hexokinase
O=C(Nc1nc2nc(-c3ccccc3)cc(=O)n2[nH]1)c1ccccc1,-8,-1.0,33,0.019,8,7,-12[20 µM],0.2,-3
Cn1c(-c2cccc3ccccc23)n[nH]c1=S,-9,-0.4,0,-0.29,15,-10,-25,0.0,-3
O=C(c1ccc(C(F)(F)F)cc1)N1CCC(=O)N(C(COCc2ccccc2)Cc2ccccc2)CC1 (stereo not drawn),-8,0.0,26,-0.046,2,-5,-5,0.0,5
COc1cc(NC(=S)N2CCC(C(O)(c3ccccc3)c3ccccc3)CC2)cc(OC)c1,1,0.3,-39,-2.5,12,-4,-19,-0.2,-4
CCC1=C(OC(=O)N(CC)CC)N2C(=O)OC(=NCC3CC3)[C@]2(C)[C@H]2C1=CC[C@H]1C(=O)NC(=O)[C@H]12,-15,.,-4,-0.15,-8,0,-25,.,-5
CN(C)S(=O)(=O)c1ccc(Cl)c(NC(=O)c2ccncc2)c1,-2,1.0,-4,0.48,-2,-4,-28,0.8,-4
O=C(N/N=C/c1ccncc1)c1cccc(NC(=O)c2ccc(Cl)cc2)c1,21,0.8,-27,-0.15,9,-10,-8,0.8,-6
C=CCNC(C(=O)Nc1cccc(OC)c1)c1ccccc1 (stereo not drawn),-21,-1.3,-19,0.15,14,-16,-40,0.4,2
Nc1ccccc1-c1nc2ccccc2[nH]1,-9,-0.1,-371,-1.8,22,-1,-16[20 µM],-0.9,-17
Cc1ccc(S(=O)(=O)NC(=O)CSc2nc3ccccc3s2)cc1,-1,-1.6,-17,.,28,4,-11[20 µM],-0.1,4
Cn1ccc(NC(=O)Nc2ccc(Cl)cc2Cl)n1,-6,-0.7,-2,-2.8,3,-3,-24,0.3,1

# Taken from the results shown (5 entries):
SMILES,EBV gp42 inh,TRPN1 ag,m-calpain inh,KCC2 mod,PPC-1+TRAIL kill,thrombin 1536,Furin inhibitor,TRPML3 agonist,Tb hexokinase
O=C(NC1CCCC1)C(c1ccc(F)cc1)N(Cc1ccc(F)cc1)C(=O)c1ccn[nH]1 (stereo not drawn),-4,1.3,17,-1.5,1,6,-14[20 µM],-1.2,-1
O=C1CC(/C=C/c2ccc(Cl)cc2)=Nc2ccccc2N1,2,5.3,29,-0.22,14,3,-13,3.3,-27
O=C(NCCCN1CCOCC1)c1ccc(S(=O)(=O)N2CCOCC2)cc1,-1,0.8,-17,0.77,8,-5,-23,0.6,-1
Cc1ccc(-c2nnc(-c3ccc(Br)cc3)o2)o1,-24,1.1,-102,-0.2,14,7,-3[20 µM],0.1,2
CC(=O)Nc1cc(NC(C)=O)cc(-c2nc3ccccc3[nH]2)c1,0,2.2,-45,0.17,18,-7,-24,1.4,-1

# Assay outcomes from PubChem BioAssay.
